Screening results as filed in PubChem.
mcGAS lum – inhibitors of mouse cGAS; Q8C6L5; recombinant cGAS, Kinase-Glo ATP depletion luminescence; inhibition, % at 12.5 µM; 160,000 tested, 0.15% active; AID 1259399;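 note: 0% = negative control wells and 100% = reference inhibitor with no enzyme activity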
NPYLR7 ag – activates Aedes aegypti NPYLR7 receptor; HEK293T NPYLR7/Galpha15, GCaMP6s calcium fluorescence; activation, % at 10 µM; 270,000 tested, 0.15% active; in the data active = activation above about 40%;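 note: 0% = vehicle and 100% = reference agonist at the receptor; some compounds past the cut are filed as inactive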
hcGAS inh – inhibitors of human cGAS; Q8N884; recombinant h-cGAS, ATP depletion, Kinase-Glo luminescence; inhibition, % at 12.5 µM; 290,000 tested, 0.081% active; AID 1259398;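 note: 0% = vehicle reaction and 100% = reaction without DNA for no activity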
Target sequence (Q8N884 whole entry, looked up): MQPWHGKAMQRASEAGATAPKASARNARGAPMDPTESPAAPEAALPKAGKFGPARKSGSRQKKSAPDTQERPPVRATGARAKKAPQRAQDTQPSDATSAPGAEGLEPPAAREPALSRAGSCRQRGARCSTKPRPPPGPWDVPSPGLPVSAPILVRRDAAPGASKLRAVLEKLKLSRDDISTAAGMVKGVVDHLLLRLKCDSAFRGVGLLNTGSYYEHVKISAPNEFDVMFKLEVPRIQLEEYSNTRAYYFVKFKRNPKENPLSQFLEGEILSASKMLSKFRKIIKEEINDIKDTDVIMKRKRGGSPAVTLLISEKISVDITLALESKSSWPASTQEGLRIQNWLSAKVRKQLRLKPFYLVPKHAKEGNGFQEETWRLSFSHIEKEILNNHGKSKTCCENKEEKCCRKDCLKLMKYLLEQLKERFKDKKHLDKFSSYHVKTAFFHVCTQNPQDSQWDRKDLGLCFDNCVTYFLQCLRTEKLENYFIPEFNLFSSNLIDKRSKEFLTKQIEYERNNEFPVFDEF
The depositor's hits bear a star; . = no result given; & = joins results of further samples. Cut-off read from the data, not from the text of the source, unless noted: active = inhibition above about 40%; inactive = the rest.

SMILES | mcGAS lum | NPYLR7 ag | hcGAS inh
CC(C(=O)Nc1cccc(Br)c1)N1CCN(C(=O)c2cccs2)CC1 (stereo unspecified) | . | -1.1 | 3.7
COc1cccc(CNC(=O)c2ccc(-c3cccc(C(F)(F)F)c3)s2)c1OC | -8.0 | 23.1 | -7.4
COc1ccc(Nc2nc(N3CCCCC3)nc(N)c2[N+](=O)[O-])cc1 | . | 0.6 | 2.2
CC(C(=O)Nc1ccon1)N1C(=O)c2ccccc2S1(=O)=O (stereo unspecified) | . | 8.2 | -3.6
N#Cc1c2c(c(NCCCN3CCOCC3)n3c1nc1ccccc13)CCCC2 | . | 1.6 | 4.3
O=C(c1cc(-c2cccs2)nn1-c1ccc(F)cc1)N1CCN(C/C=C/c2ccccc2)CC1 | -5.1 | 19.5 | -1.9
CCc1nc2n(n1)C(=O)C(C(c1ccccc1)N1CC(C)CC(C)C1)S2 (stereo unspecified) | -6.1 | -7.4 | -2.9
CCOc1ccccc1OCCOc1ccccc1OC(C)C | . | -8.4 | 1.4
COC(=O)c1ccc(COC(CN2CCN(C(=O)c3ccc(Cl)nc3)CC2)c2ccc(Cl)cc2)cc1 (stereo unspecified) | -6.4 | 3.1 | -8.6
O=C(Cc1cccc2ccccc12)Nc1nc2c(Cl)cccc2s1 | . | -5.2 | -5.2
O=C(CNC1CC1)N1CCc2sccc2C1c1ccccc1 (stereo unspecified) | . | -0.4 | -7.7
COc1ccc(-c2cc(C(=O)NC(c3ccccc3)c3ccccc3)n(-c3ccc(C)cc3C)n2)c(OC)c1 | -3.6 | -1.2 | -10.9
CCN(CC)C(=O)N1CCC2(CC1)CN(Cc1cccc(C)n1)CCN2C | -14.0 | 2.8 | -3.7
Cc1cc(=O)[nH]c(-n2nc(-c3cccs3)cc2NC(=O)c2c(F)cccc2Cl)n1 | . | 0.4 | -4.4
C=c1c(=C2N=C(c3ccc(C)cc3)NO2)oc2ccc(S(=O)(=O)N3CCSCC3)cc12 | -2.8 | -1.8 | -1.5

Complete entries, quoted from the list. Order of screens: mcGAS lum	NPYLR7 ag	hcGAS inh
COc1ccc(Nc2nc(N3CCCCC3)nc(N)c2[N+](=O)[O-])cc1 is listed with .	0.6	2.2
Cc1cc(=O)[nH]c(-n2nc(-c3cccs3)cc2NC(=O)c2c(F)cccc2Cl)n1 is listed with .	0.4	-4.4

More results:
SMILES | mcGAS lum | NPYLR7 ag | hcGAS inh
CC(C)(Oc1ccc(Cl)cc1)C(=O)Nc1nnc(C2CC2)s1 | -1.0 | -3.4 | -1.5
CSc1ncccc1C(=O)N1CCCC(N2CCN(c3ccccc3F)CC2)C1 (stereo unspecified) | . | 2.9 | -5.6
CCN(CC)c1ccc(NC2=NS(=O)(=O)C(c3ccc(C)cc3)=C2C)c(C)c1 | . | 2.0 | -6.7
COc1ccc([N+](=O)[O-])cc1NC1=NS(=O)(=O)c2ccccc21 | 0.1 | 0.1 | 1.1
CCCCCN(C(=O)CCCCl)c1c(N)n(CCCC)c(=O)[nH]c1=O | -8.3 | -5.1 | -6.5
CC(C)CC1(CO)CCCN(C(=O)CCC(=O)NC2CCCC2)C1 (stereo unspecified) | -12.6 | -0.3 | -4.8
CCOC(=O)c1ccc(NC(=O)CSc2c(COC)cnc3c2c(=O)n(C)c(=O)n3C)cc1 | -8.4 | 4.3 | -4.6
O=C(NCCNc1nc(-c2ccco2)nc2ccccc12)c1ccc(C(F)(F)F)cc1 | -5.4 | 5.2 | -2.2
CC(=O)Nc1cccc(-c2cc(C)cnc2-n2cnnc2)c1 | . | 4.7 | -0.2
Cc1cnn(CCCCCn2c(=O)c(C#N)cn(C3CC3)c2=O)c1 | 2.8 | 0.7 | 2.6
Cc1nn(-c2ccc(Cl)cc2)c(C)c1C(=O)NCc1ccccn1 | -3.6 | 23.6 | -8.7
Cn1cc(C(=O)NCc2ccc(Cl)cc2)c2[nH]c(=O)n(Cc3ccccc3)c(=O)c21 | . | 5.7 | -2.1
CN(CCCNC(=O)c1ccccc1-c1ccc(C(F)(F)F)cc1)c1ccccc1 | -6.1 | 6.1 | -5.0
Cc1sc2nc(SCC(=O)Nc3cccc(O)c3)n(Cc3ccco3)c(=O)c2c1C | -2.2 | -4.2 | -4.1
Cc1cc(-c2c(-c3ccccc3)ncn2CCNc2ccccc2)n[nH]1 | . | 10.7 | -3.4

Grouped by structure: those above containing a thiophene ring, fused or not.
SMILES | mcGAS lum | NPYLR7 ag | hcGAS inh
CC(C(=O)Nc1cccc(Br)c1)N1CCN(C(=O)c2cccs2)CC1 (stereo unspecified) | . | -1.1 | 3.7
COc1cccc(CNC(=O)c2ccc(-c3cccc(C(F)(F)F)c3)s2)c1OC | -8.0 | 23.1 | -7.4
O=C(c1cc(-c2cccs2)nn1-c1ccc(F)cc1)N1CCN(C/C=C/c2ccccc2)CC1 | -5.1 | 19.5 | -1.9
O=C(CNC1CC1)N1CCc2sccc2C1c1ccccc1 (stereo unspecified) | . | -0.4 | -7.7
Cc1cc(=O)[nH]c(-n2nc(-c3cccs3)cc2NC(=O)c2c(F)cccc2Cl)n1 | . | 0.4 | -4.4
Cc1sc2nc(SCC(=O)Nc3cccc(O)c3)n(Cc3ccco3)c(=O)c2c1C | -2.2 | -4.2 | -4.1

Next compounds.
SMILES | mcGAS lum | NPYLR7 ag | hcGAS inh
CCn1nc(C)cc1C(=O)N(CCN1CCOCC1)c1nc2c(OC)ccc(C)c2s1 | -4.3 | 6.0 | -0.1
CC1(Cc2ccc(F)cc2)C(=O)Nc2ccc(S(=O)(=O)NC3CCCCC3)cc21 (stereo unspecified) | -1.9 | -1.4 | -1.0
Cc1ccccc1-n1cccc1CN1CCOCC(CN(C)C)C1 (stereo unspecified) | -11.3 | 2.3 | -5.6
O=C(Cn1nc2c(c1NC(=O)Cc1noc3ccccc13)CSC2)NCc1ccccc1 | -4.9 | -4.0 | -4.9
COc1ccc(-n2c(SCc3ccc(C(=O)Nc4ccc(F)cc4)cc3)nnc2-c2ccc([N+](=O)[O-])cc2)cc1 | -9.7 | -5.3 | -3.7
C=CC(=O)N1CCN(c2cc(S(=O)(=O)N3CCc4ccccc4C3)ccc2OC)CC1 | -8.2 | 2.3 | -6.8
CN1CCN(C(=O)CC2CCN(C(=O)Nc3ccccc3N3CCCC3)CC2)CC1 | -18.0 | 3.6 | -5.3
COC(=O)c1ccsc1N1CCC(NCc2cccc(O)c2)C1=O (stereo unspecified) | . | 3.5 | -8.4
NC1=NC(c2ccccc2)N(c2ccccc2)C(N)=N1 (stereo unspecified) | -2.8 | -3.5 | -8.5
CCN(Cc1ccccc1F)C(=O)c1nn(C)c2ccccc12 | -12.5 | 2.0 | -7.4
Cc1cccc(NC(=O)N(CCN2CCOCC2)CC(=O)N(CCc2ccccc2)Cc2ccco2)c1 | -3.6 | 0.2 | -0.4
CCc1cccc(NC(=O)CCC(=O)N2CC3C[C@@H]4CC2C[C@H](C3)C4)c1 | . | 19.4 | 0.5
CCOC(=O)/C=C(\C)n1cc2c(=O)n(C)c(=O)n(C)c2n1 | . | 6.6 | -2.0
Cn1c2c(c(=O)n(C)c1=O)C(c1ccncc1)C1=C(N2)c2ccccc2C1=O (stereo unspecified) | . | 1.5 | 1.3
CCOc1ccc(NC(=O)CSc2nnc(CNC(=O)c3cccs3)n2-c2ccc([N+](=O)[O-])cc2)cc1 | . | -14.5 | 2.6
O=c1oc(/C=C/c2ccco2)nc2ccc(Br)cc12 | 45.1* | -11.6 | 19.6
O=C1c2ccncc2C(=O)N1c1ccc(Br)cc1 | . | 1.4 | -3.1
Cc1cccc(CSc2nc(C)cc(Oc3cccc(F)c3)n2)c1 | -1.9 | -8.4 | -2.7
CC(C)CCNC(=O)CS(=O)(=O)Cc1nc(C2CC2)no1 | . | -4.0 | -13.6
COC(=O)C(c1ccccc1Cl)N1CCN(C(=O)c2cc3ccc(OC)cc3nc2C)CC1 (stereo unspecified) | . | -17.3 | 6.9
CCN1C(=O)N(CCC(C)C)C2(CCN(CCC(C)c3ccccc3)CC2)C1=O (stereo unspecified) | -7.8 | 17.6 | -8.1
Cn1c(C2C(=N)N(Cc3ccccc3)CC2=O)[n+](C)c2ccccc21 (stereo unspecified) | . | 6.8 | -6.3
N#Cc1c(N)n[nH]c1CCCN | . | 3.7 | -6.2
O=C(c1ccccc1)N1N=C(c2ccc(Br)cc2)CC1c1ccccc1F (stereo unspecified) | -6.0 | 2.4 | -10.7
CCn1c(=NC(=O)Cc2ccc(C)c(C)c2)sc2cc3c(cc21)OCCO3 | -9.6 | 5.7 | -7.8
CCCCN(CC(N)=O)C(=O)c1ccc(COC)cc1 | . | -2.5 | -1.9
CCOC(=O)c1cc(-c2cccc(NC(=O)c3cccc(C#N)c3)c2)n(-c2ccc(F)cc2)n1 | -6.9 | 26.8 | -2.1
CCOC(=O)[C@@H]1[C@H](c2ccccc2)[C@@H](NC(=O)c2ccno2)[C@H]2CCCCN21 | -10.3 | 14.7 | -7.4
CCN(CC)C1CCN(Cc2cc3ccc(Cl)cc3[nH]c2=O)C1 (stereo unspecified) | . | 17.3 | -9.0
COCCNCc1ccc(-c2ccc(O)cc2)cc1 | -7.5 | 17.3 | -3.6
Cc1ccc(C(=O)Nc2ccc(N3CCN(S(C)(=O)=O)CC3)nc2)cc1 | -7.3 | 17.3 | -3.4
Cc1ccc(SCC(=O)NCc2ccc(S(=O)(=O)N3CCCCC3)cc2)cc1C | . | 9.7 | -7.0
CCc1nnc(NC(=O)c2cccc(N(C)C)c2)s1 | -3.1 | 6.2 | -5.2
CCOc1ccc2nc(NC(=O)/C=C/c3ccccc3)sc2c1 | -6.8 | -1.3 | -2.9
Cn1nnnc1NCc1ccc(-c2ccccc2)cc1 | . | 11.2 | -10.3
O=C(Cn1nc(-c2ccc(F)cc2)oc1=O)N1CCSc2ccccc21 | . | 7.8 | -13.5
O=CN1N=C(c2ccc(Cl)cc2)CC1(O)C(F)(F)F (stereo unspecified) | -6.6 | -0.8 | -15.2
COc1cc(-c2ccc3c(c2)COC2(CCN(C(=O)c4cccc(F)c4)CC2)O3)cc(OC)c1OC | -3.0 | 4.7 | -1.5
CNC(=O)c1ccc(/C=C/C(=O)N(C)CCN2CCOCC2)cc1 | -1.7 | 4.4 | 4.2
C[C@@]1(O)CCN(C(=O)c2ccc3cc[nH]c3c2)C[C@@H]1Cc1ccccc1 | . | 10.1 | -3.2
Cc1ccc2nc(CN(Cc3cccs3)C3CC3)cn2c1 | . | 10.1 | -15.0
Cc1ccccc1CSc1nc(=O)n2ccccc2n1 | -7.2 | 4.7 | -7.0
O=S1(=O)c2ccccc2N=CN1Cc1ccccc1Br | -13.9 | -2.7 | -9.3
CN(c1ccccc1)S(=O)(=O)c1cc(C(=O)NC(C)(C#N)C2CC2)ccc1Cl (stereo unspecified) | -13.6 | 0.8 | -3.9
C=C(CC1CC(=O)N(NC(=O)Cc2c[nH]c3ccccc23)C1=O)CC(C)(C)C (stereo unspecified) | . | -5.0 | -6.0
COCCCN(CC(=O)N1CCc2sccc2C1c1ccc(OC)cc1)C(=O)C1C[C@H]1c1ccccc1 (stereo partly specified) | -3.3 | 14.4 | -4.7
Cn1ncc(N=Cc2ccccc2)c1C(=O)Nc1cccc(Cl)c1 | 0.2 | -5.4 | 0.3
Cc1nc(-c2ccc(Cl)cc2)nc(N2CCN(C(=O)c3ccccc3F)CC2)c1Cc1ccccc1 | -8.0 | -5.3 | -12.1
Cn1c(=O)c2c(nc3n2CC(c2ccc(F)cc2)=NN3CC(=O)OCc2ccccc2)n(C)c1=O | -7.3 | 7.0 | -2.3
CS(=O)(=O)CCN1CCC(=O)Nc2cc(F)ccc21 | -17.2 | 17.9 | -10.3
CCN(CC)CCOC(=O)C(Cc1cccc2ccccc12)CC1CCCO1 (stereo unspecified) | . | -18.7&-2.6&-5.4 | -2.5&3.1&-3.7
Cc1ccc(Cl)c2sc(N(CCN3CCOCC3)C(=O)c3ccco3)nc12 | . | 8.2 | -4.1
O=[N+]([O-])c1cccnc1NCCc1ccc(Cl)cc1 | . | -2.4 | 3.8
CC1=NCCn2cccc21 | -7.9 | -7.7 | -1.8
Cc1nn(C(=O)N2CCOCC2)c(C)c1CN1C(=O)c2ccccc2C1=O | . | -1.3 | 2.0
CCN(C(=O)c1cc2cccnc2n(Cc2ccc(Cl)cc2)c1=O)C1CCCCC1 | . | 8.6 | -8.2
CCS(=O)(=O)c1ccccc1C(=O)Nc1nc2c(OC)ccc(C)c2s1 | -7.4 | -7.9 | -6.2
O=C(c1ccccc1Cl)N(Cc1cccc(OS(=O)(=O)c2ccc(F)cc2)c1)Cc1ccco1 | -0.6 | -7.2 | 5.2
COC(=O)C(CNC(=O)c1ccc(F)cc1)Cc1ccc(F)cc1 (stereo unspecified) | 1.0 | -1.9 | 0.1
c1c[nH]c(-c2csc(Cc3nc4ccccc4s3)n2)c1 | . | 5.5 | -10.5
(more compounds)
SMILES | mcGAS lum | NPYLR7 ag | hcGAS inh
CC(=O)Nc1ccc(NC(=O)Cn2c(-n3nc(C)cc3C)nc(-c3ccccc3)cc2=O)cc1 | -5.8 | -2.1 | -6.0
COC(=O)C(N)C12CC3CC(CC(C3)C1)C2 (stereo unspecified) | -4.8 | . | -5.0
O=C(CSc1ccc(C(F)(F)F)cn1)N1CCC2(CC1)C(=O)NCN2c1ccccc1 | 0.4 | -7.0 | -2.0
COCCCNC(=O)C1CCN(C(=O)C23CC4CC(CC(C4)C2)C3)CC1 | . | 6.3 | -9.7
CCCOC(OCCC)P(=O)(OCCC)c1ccccc1 (stereo unspecified) | -6.9 | 0.2 | -13.6
CC1Cc2cc(S(=O)(=O)N3CCN(C4CCCCC4)CC3)ccc2N1C(=O)C1CCC1 (stereo unspecified) | -4.5 | . | -5.5
O=C(CSc1nnnn1C1CCCC1)N1N=C(c2cccs2)CC1c1cccs1 (stereo unspecified) | . | 2.6 | -3.9
COCCN(Cc1cc(NC(=O)c2ccccc2Cl)ccc1N(C)C)S(C)(=O)=O | -4.3 | 3.6 | -4.7
